# Screening data (PubChem BioAssay)
# FLuc inh: blocks purified firefly luciferase enzyme activity. Potency, µM (highest dose often 115 µM), for inactives: at the top dose activity change, negative = inhibition, usual class: inhibitors. AID 1347043. purified P. pyralis luciferase, luminescence, biochemical. P08659. 2.5% of 76,000 active; note: potency is the fitted concentration of half-maximal effect; nearly all actives have a fitted effect of over 65% in size
#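 Purified P. pyralis luciferase (10nM final) in 50mM Tris acetate pH 7.5, 10mM Mg acetate, 0.01% Tween-20, 0.05% BSA with 10uM D-luciferin and 10uM ATP. Compounds titrated qHTS. Luminescence imaged on CCD.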
# HEK293 viab: reduces viability of HEK-293 SNCA reporter cells | HEK-293-SNCA-luc viability, GF-AFC fluorescence, 24 h | Potency, µM (top dose mostly 57.1 µM), for the others: top-dose activity change, negative = cytotoxicity, usual class: cytotoxic | 0.12% of 150,000 active | AID 1671193;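 note: potency is the fitted concentration of half-maximal effect; 0% = DMSO-treated cells and -100% = medium-only wells without cells; nearly all actives have a fitted effect of over 30% in size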
#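 HEK-293-SNCA-luc cells (1500/well) plated 24 h, then exposed 24 h to a dilution series; GF-AFC added 30 min at 37C, fluorescence 405/540 nm; normalised to medium-only and DMSO wells, Hill fit.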
# HEK cytotox: kills HEK 293 cells | HEK 293 viability, ATP luminescence (CellTiter-Glo), 48-72 h | Potency, µM (series often up to 115 µM), for inactives: at the highest dose activity change, negative = cytotoxicity, actives largely listed as inhibitors | 6.6% of 94,000 active; note: potency is the fitted concentration of half-maximal effect; nearly all actives have a fitted effect of over 60% in size
#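 Luminescence from cellular ATP, measured with CellTiter-Glo, indicates HEK 293 viability. Cells plated at 250 cells/well are treated with compound for 48 or 72 hr at 37 degree Celsius before reagent addition.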
# NIH3T3 tox: cytotoxic compounds in NIH 3T3 cells; NIH 3T3 viability, CellTiter-Glo ATP luminescence, 48-72 h; Potency, µM (doses to about 96.7 µM), without a hit: top-dose activity change, negative = cytotoxicity, usual class: inhibitors; 4.3% of 94,000 active; note: potency is the fitted concentration of half-maximal effect; nearly all actives have a fitted effect of over 55% in size
#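 ATP-dependent luminescence (CellTiter-Glo) served as the viability signal for NIH 3T3 cells treated with compound for 48 or 72 hr at 37 °C.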
# IP6K1 inh: IP6K1 kinase inhibition; IP6K1 kinase, ADP-Glo luminescence, 2 h; stronger effect = lower value; AID 1645851; 0.81% of 140,000 active; activity change, % (series mostly up to about 58 µM); in the data active = activity change below about -25%
# Target sequence (Q92551 whole entry, looked up): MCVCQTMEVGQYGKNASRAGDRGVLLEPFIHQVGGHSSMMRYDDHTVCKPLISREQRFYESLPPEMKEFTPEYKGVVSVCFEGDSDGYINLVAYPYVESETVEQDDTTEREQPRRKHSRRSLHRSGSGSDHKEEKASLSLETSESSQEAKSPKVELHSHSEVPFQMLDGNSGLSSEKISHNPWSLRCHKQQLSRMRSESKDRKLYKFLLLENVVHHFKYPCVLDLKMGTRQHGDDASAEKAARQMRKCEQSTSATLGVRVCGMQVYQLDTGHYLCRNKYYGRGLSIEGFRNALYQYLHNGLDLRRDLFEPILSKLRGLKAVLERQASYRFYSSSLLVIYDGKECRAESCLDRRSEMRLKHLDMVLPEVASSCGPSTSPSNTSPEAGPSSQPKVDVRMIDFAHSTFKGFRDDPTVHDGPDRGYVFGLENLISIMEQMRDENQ
#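 ADP-Glo luminescence measures ADP made by human IP6K1 during a 2 h RT reaction with ATP/IP6 (mix at 1.3 mM/130 uM); top library doses 57.5 and 19.1 uM final.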
# SNCA expr inh: inhibitors of alpha-synuclein (SNCA) gene expression | HEK-293 SNCA-luciferase knock-in, luminescence, 24 h | Potency, µM (top dose mostly 57.2 µM), for the others: at the top dose activity change, negative = inhibition, hits mostly inhibitors | 0.17% of 140,000 active | AID 1671194;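 note: potency is the fitted concentration of half-maximal effect; plate controls were DMSO cells for no effect and cell-free wells for full effect; nearly all actives have a fitted effect of over 45% in size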
# GPT2 inh: inhibitors of human GPT2 alanine aminotransferase; Q8TD30; Recombinant GPT2, coupled pyruvate oxidase/HRP Amplex Red fluorescence; Potency, µM (top dose mostly 57.7 µM), for inactives: at the top dose activity change, negative = inhibition, usual class: inhibitors; 0.25% of 100,000 active; AID 1671188; note: potency is the fitted concentration of half-maximal effect; nearly all actives have a fitted effect of over 60% in size; many of its hits are not listed in these tables
# Target sequence (Q8TD30 whole entry, looked up): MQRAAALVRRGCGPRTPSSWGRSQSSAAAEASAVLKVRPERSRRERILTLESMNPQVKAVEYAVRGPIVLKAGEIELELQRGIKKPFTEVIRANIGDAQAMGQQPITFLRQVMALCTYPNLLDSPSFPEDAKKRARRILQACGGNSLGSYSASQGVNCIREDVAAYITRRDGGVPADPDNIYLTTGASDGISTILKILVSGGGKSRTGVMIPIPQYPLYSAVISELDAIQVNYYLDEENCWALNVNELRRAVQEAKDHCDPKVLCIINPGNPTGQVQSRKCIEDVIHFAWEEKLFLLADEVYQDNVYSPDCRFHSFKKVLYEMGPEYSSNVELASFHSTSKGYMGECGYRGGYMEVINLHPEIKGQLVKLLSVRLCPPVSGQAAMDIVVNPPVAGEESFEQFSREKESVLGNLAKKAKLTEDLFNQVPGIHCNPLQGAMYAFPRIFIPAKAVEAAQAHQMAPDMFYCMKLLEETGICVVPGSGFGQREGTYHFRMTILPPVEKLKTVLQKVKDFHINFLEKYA
#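 Inhibition is scored from Amplex Red fluorescence generated when pyruvate oxidase and HRP act on pyruvate released by GPT2. Reactions contain 10ng/uL enzyme, 250uM a-KG and 2mM L-alanine and run 30 min at room temperature.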
# Numbers without * were called inactive; i = inactive; ? = inconclusive; · = not tested or not shown; [ ] = remark or other dose. Unless noted, calls come from the whole dose curve; as a rule, active = well fitted curve in the direction sought with a large enough effect; inconclusive = small, poorly fitted or top-dose-only effect, or another doubt; inactive = no such curve, though single readings can be large; an effect the other way counts as inactive or inconclusive. Unless noted, % is set by controls: 0 for no effect and ±100 for the full control effect.
SMILES,FLuc inh,HEK293 viab,HEK cytotox,NIH3T3 tox,IP6K1 inh,SNCA expr inh,GPT2 inh
Cc1cc(F)ccc1NC(=O)CS(=O)(=O)c1cccc2nsnc12,·,15.3%,·,·,22.7,33.5%[activator],·
CCC1Oc2ccc(Cl)cc2N(CC(=O)NCCc2ccc(Cl)cc2)C1=O (centres undefined),·,0.8%,·,·,0.6,-1.9%,·
Cc1ccc(S(=O)(=O)NC(=O)NN2CCCCCC2)cc1,·,8.7%,·,·,-11.7,16.9%,?
Cc1ccc(Cl)cc1N1CCN(C(=O)CN2C(=O)COc3ccc(S(=O)(=O)N4CCC(C)CC4)cc32)CC1,·,-7.3%,·,·,7.0,26.9%,·
Cc1cccc(C(=O)NC2(C(F)(F)F)N=C(c3ccccc3)N(C3CCCCC3)C2=O)c1 (centres undefined),·,6.8%,·,·,8.3,29.9%,·
COc1cccc(NC(=O)C2CCCN(S(=O)(=O)c3cn(C)cn3)CCC(=O)NCC2)c1 (centres undefined),-9.5%,-10.4%,-20.1%,-7.5%,-0.7,26.5%,i
CCOC(=O)c1cc(OC(=O)c2cc(OC)cc(OC)c2)n(-c2ccccc2)n1,·,-17.4%,·,·,19.2,6.1%,·
CCc1ccc(C2c3c(-c4ccccc4O)n[nH]c3C(=O)N2Cc2ccncc2)cc1 (centres undefined),·,?,·,·,-0.1,?,·
CCOC(=O)c1c(C)[nH]c(CCC(=O)Nc2c(Cl)cc(OC)cc2OC)c1C,·,1.4%,·,·,-1.4,2.2%,·
Cc1cn2nc(C(=O)Nc3ccc(Cl)c(C)c3)cc2c(N2CCSCC2)n1,-11.3%,7.9%,?,?,-4.4,54.8%[activator],-5.9%
COc1ccc(Br)cc1CNC(=O)c1nn(-c2ccc(C)cc2)c(=O)c2c1c1ccccc1n2C,·,-2.6%,·,·,10.9,-4.5%,·
Cc1cc(C)cc(C(=O)N2CCN(c3cc(-c4ccccc4)[nH]n3)CC2)c1,-6.0%,?,?,?,-1.8,?,i
CCOc1ccc(S(=O)(=O)c2c[nH]c3ccccc3c2=O)cc1,·,10.9%,·,·,-11.1,?,·
Cc1ccc(NC(=O)CCN2C(=O)c3ccccc3Sc3ncccc32)cc1,·,-11.7%,·,·,0.2,6.1%,·
O=C(c1cc(-c2ccccn2)n[nH]1)N1C[C@@H](CN2CCCCC2)[C@@H](CO)C1,0.1%,-17.2%,i,-4.8%,24.5,8.0%,-2.7%
CCc1ccc(S(=O)(=O)N2CCCC(CNC(=O)c3ccccc3Cl)C2)cc1 (centres undefined),4.9%,4.5%,-0.4%,-18.8%,6.8,-13.9%,i
O=C(CC1C(=O)NCCN1Cc1ccc(-c2ccccc2)cc1)NC(CO)CO (centres undefined),7.0%,0.9%,-29.2%,-14.3%,20.7,-7.2%,i
COc1cccc(-c2nc(S(=O)(=O)c3ccccc3)c(NCc3ccccc3)o2)c1,·,-10.3%,·,·,14.6,-3.5%,·
COc1ccc(S(=O)(=O)N(CC(=O)Nc2cc(C)ccc2OC)Cc2ccccc2)cc1,·,-13.2%,·,·,-4.0,?,·
COc1ccccc1NC(=O)Cn1cc(C(=O)c2ccncc2)c(=O)c2cc(C)ccc21,·,4.4%,·,·,-14.1,-7.6%,·
CCn1cc(CN(C)C(=O)c2cc(-c3ccc(OC)cc3)cn2CC)c(C)n1,39.8µM*,-3.6%,35.5µM*,?,8.9,52.6%[activator],?
COc1ccc(-n2nc(C3CCCN(C(=O)c4cccc(OC)c4)C3)[nH]c2=O)cc1 (centres undefined),-10.0%,-3.2%,-14.2%,-16.3%,2.2,-14.8%,?
CCc1noc(-c2ccn3c(CNC(=O)c4cccc5[nH]ccc45)nnc3c2)n1,-6.2%,-0.5%,?,-17.1%,29.2,2.1%,i
COc1ccc2c(c1)OC[C@@H]1CN(CCC#N)C(=O)CCN(C(=O)c3ccc(F)cc3)[C@H]21,·,·,-24.0%,?,-7.0,·,·
O=C(Cn1ccn2nc(-c3ccccc3)c(CO)c2c1=O)Nc1cc(F)ccc1Cl,-6.7%,2.1%,?,?,27.2,-6.2%,i
Cc1noc(C)c1CN1CCC(NC(=O)C2CCC2)CC1,5.1%,-7.8%,-0.6%,-5.6%,-4.3,-25.8%,-10.5%
COc1cccc(C(=O)Nc2ccc(C(=O)OCc3cc(=O)n4cc(C)sc4n3)cc2)c1,·,-4.2%,·,·,-0.3,206.6%[activator],·
CCOC(=O)c1c(NC(C)=O)c2c3c(sc2n1Cc1cccc(Cl)c1)CCCC3,·,7.6%,·,·,16.2,23.2%,·
O=C(c1ccccc1F)N1CCC2(CC1)NCCc1c2[nH]c2ccccc12,0.7%,-9.3%[12.5 µM],79.4µM*,-6.5%,5.8,58.8%[activator],i
Cc1cc(C(=O)N2CCCCC2c2nc(CCOCC3CCOCC3)no2)nn1C (centres undefined),·,3.8%,-18.1%,-10.6%,-9.6,19.6%,-4.0%

# Random excerpt: two records from the list.
SMILES,FLuc inh,HEK293 viab,HEK cytotox,NIH3T3 tox,IP6K1 inh,SNCA expr inh,GPT2 inh
CCOC(=O)c1c(NC(C)=O)c2c3c(sc2n1Cc1cccc(Cl)c1)CCCC3,·,7.6%,·,·,16.2,23.2%,·
O=C(Cn1ccn2nc(-c3ccccc3)c(CO)c2c1=O)Nc1cc(F)ccc1Cl,-6.7%,2.1%,?,?,27.2,-6.2%,i

# Following part.
SMILES,FLuc inh,HEK293 viab,HEK cytotox,NIH3T3 tox,IP6K1 inh,SNCA expr inh,GPT2 inh
Cc1cccc(C(=O)NCC(c2ccc3c(c2)OCO3)N2CCN(c3ccccc3F)CC2)c1 (centres undefined),·,-32.1%,·,·,-22.1,?,·
CNC(=O)Cn1nc(C2CCN(C(=O)c3ccc(F)cc3)CC2)c2c1CCOC2,-1.6%,7.0%,-0.8%,2.2%,0.6,-20.0%,i
COc1ccccc1N(CC(=O)NCCSCc1ccccc1Cl)S(C)(=O)=O,·,-8.1%,·,·,19.9,-6.4%,·
COC[C@@H]1CN(C(=O)COc2cccc(C)c2)C[C@H]1c1ccccn1,4.6%,0.1%,i,i,-1.0,8.1%,?
COc1ccc(C(=O)N2CCC(CCn3c(C)cnc3C3CC3)CC2)cc1,·,-0.2%,?,-23.3%,15.4,-0.7%,i
COc1ccc(-n2nc(C3CCN(C(=O)c4ccccc4F)CC3)[nH]c2=O)cc1,-6.2%,-10.9%,-5.0%,-9.2%,-0.1,-5.3%,i
Cc1cnc(CC2CCN(C(=O)NC(C)(C)C)CC2)n1Cc1ccc(F)cc1,-2.3%,-5.8%,-9.3%,-12.7%,5.7,-22.3%,-9.7%
CCc1ccc(Sc2cc(C(=O)NCCCOC(C)C)c3ccccc3n2)cc1,·,-3.4%,·,·,-6.6,?,·
CCCn1c(C)cnc1C1CCN(S(=O)(=O)c2ccc3c(c2)CCC3)C1 (centres undefined),0.4%,-0.7%,?,?,1.5,16.6%,i
CCOCCNC(=O)C1CCN(c2nccc(Nc3ccccc3OC)n2)CC1,·,-4.0%,?,?,16.4,-25.4%,-17.2%
CS(=O)(=O)NCCC(=O)N1CC[C@@H]2[C@@H](CCC(=O)N2CCN)C1,-1.3%,-2.8%,0.5%,4.5%,20.6,-4.6%,-18.6%
CN(C)C(=O)CN1C(=O)CO[C@H](c2ccc(NC(=O)c3ccc(F)c(Cl)c3)cc2)[C@H]1CO,9.6%,2.9%,1.4%,0.4%,5.7,17.3%,-2.5%
COC(=O)c1ccc(NC(=O)CC2Nc3cc(C)c(C)cc3NC2=O)cc1 (centres undefined),·,?,·,·,13.1,?,·
CC1(C(=O)NCc2ccccc2)CN(Cc2ccccc2)Cc2ccc(N3CCOCC3)nc21 (centres undefined),-6.5%,-26.4%,50.1µM*,?,8.5,-19.7%,1.3%
COc1cc(OC)cc(C(=O)N2CCC(c3n[nH]c(=O)n3-c3ccccc3)CC2)c1,6.0%,9.1%,-4.1%,?,21.7,0.4%,2.0%
Cc1cc(=O)n(CC(=O)NC(C)CCc2ccccc2)c(N2CCOCC2)n1 (centres undefined),14.0%,0.0%,-8.9%,-0.7%,22.3,2.7%,i
O=C(NC1CCN(c2cc(-c3ccc(F)cc3)[nH]n2)C1)c1ccc(Br)cc1 (centres undefined),1.1%,-2.1%,?,?,0.0,-5.6%,-16.6%
COc1ccc(CNC(=O)Cn2c(=O)c3cccn3c3ccccc32)cc1,·,8.4%,·,·,17.6,-12.2%,·
CCCCc1ccc(Nc2ncnc3c2cnn3-c2ccc(C)cc2)cc1,·,-5.9%,·,·,-7.4,55.9%[activator],·
CC(C)(C)c1ccc(CCCc2nc(C3CCOC3)no2)cc1 (centres undefined),-15.4%,-4.5%,?,?,-7.8,-1.7%,?
Cc1cnc(CC2CCN(C(=O)C3CCC3)C2)n1C(C)C (centres undefined),-8.1%,4.3%,0.9%,-10.0%,-7.7,-2.4%,i
O=C(CSc1cn(CC(=O)N2CCOCC2)c2ccccc12)Nc1ccccc1C(F)(F)F,·,-27.0%,·,·,19.1,14.3%,·
COCC(=O)N1CC(C(=O)NCCc2ccccn2)C2(CCOCC2)C1 (centres undefined),-7.6%,1.9%,-8.6%,2.0%,24.0,-5.4%,i
COCCOC1CN(C2CCN(C(=O)Nc3ccccc3)CC2)C12CCCCC2 (centres undefined),·,-7.1%,-7.6%,-14.4%,5.5,27.6%,-5.5%
CC(C)c1ccc(S(=O)(=O)c2cnc(SCC(=O)Nc3ccc(F)cc3F)nc2N)cc1,·,-2.8%,·,·,-1.5,?,·
O=C(CC[C@H]1NC(=O)c2ccccc2NC1=O)NCCCc1nnc2ccccn12,2.7%,5.8%,24.9%,i,3.7,5.8%,i
CC(C)c1noc(C2CCN(C(=O)Cn3ccc4ccccc4c3=O)CC2)n1,-0.3%,-7.1%,?,0.9%,27.5,-18.2%,-7.6%
Cc1nn(-c2ccccc2)c2c1C(C)N(C1CCN(C(=O)c3cccc(Cl)c3)CC1)C2=O (centres undefined),·,·,?,?,-7.0,·,·
COc1ccc(OC)c(-c2n[nH]c3c2CC(=O)N(Cc2ccccc2)C3)c1,-10.2%[172 µM],-26.3%[87.6 µM],?,?,7.1,16.7%[87.6 µM],-6.4%[88.5 µM]
O=C1Nc2ccc(-c3ccc4c(c3)OCO4)cc2C(=O)N2CCN(C(=O)NC3CCCCC3)C[C@H]12,-0.1%,-23.9%,?,?,-9.4,-5.7%,-2.2%
CCCn1c(=O)c2sccc2n2c(CCCC(=O)N3CCN(c4cccc(C)c4C)CC3)nnc12,·,-28.3%,·,·,7.9,-15.3%,·
Cc1ccc(NC(=O)O[C@@H]2CC[C@]3(C)C(CC[C@@H](O)[C@H]3CC(=O)N3CCCC3)[C@]2(C)CO)cc1 (some centres undefined),-2.6%,-6.1%,-12.3%,1.2%,-13.0,-9.7%,i
COc1ccc(C(=O)Cn2c(=O)c(-c3cc(C)ccc3NC(C)=O)nc3ccccc32)cc1,·,?,·,·,-15.0,-4.9%,·
CS(=O)(=O)N1CCCNCCNC(=O)CC1c1ccccc1 (centres undefined),-15.6%,0.0%,-15.3%,-16.5%,-0.8,-8.4%,?
